procasp3 activ = activates human procaspase-3; P42574; activation, % at 8.5 µM; AID 463141; 330,000 tested, 0.11% active; recombinant procaspase-3 D3A, Ac-DEVD-pNA absorbance 405 nm;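 active = activation above the mean of all tested compounds plus 3 SD, cut at about 21% in these data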;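 note: 0% = DMSO alone and 100% = DMSO wells spiked with extra 5 µM PC-3 D3A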
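Assay system – Procaspase-3 D3A mutant, all three cleavage aspartates alanine · Controls – DMSO-only low control, 5 µM PC-3 D3A high control · Schedule – 1 h compound preincubation, 2 h substrate hydrolysis at 25 °C · Signal – 405 nm absorbance of p-nitroaniline, reads at 0 and 120 min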
ZTA DNA inh = counter-screen for EBNA-1 inhibitors: inhibitors of Epstein-Barr virus ZTA; 320,000 tested, 0.15% active; ZTA-DNA binding, fluorescence polarization; inhibition, % at 11 µM; in the data active = inhibition above about 33%
RPL19A TOR yeast = yeast TOR pathway RPL19A-GFP modulation; S. cerevisiae RPL19A-GFP strain, flow cytometry, 3 h; hits give low values; percent response vs DMSO, % at 10 µM; 330,000 tested, 0.3% active;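 active = percent response vs DMSO below 50%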;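 note: median channel GFP fluorescence of the barcoded RPL19A-GFP strain; ratio of sample median GFP to plate DMSO average so 100% = DMSO; lower means less RPL19A-GFP as with rapamycin TOR inhibition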
LAP4 TOR yeast = alters LAP4-GFP fluorescence in TOR pathway yeast screen; GFP response vs DMSO, % at 10 µM; 320,000 tested, 0.34% active; S. cerevisiae LAP4-GFP multiplex, flow cytometry GFP, 3 h; median GFP as percent of DMSO wells;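 active = GFP response vs DMSO above a set limit, about the screen mean plus 3 SD, cut at about 150% in these data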
AHR activator = human AHR activation. activation, % at 5 µM. P35869. 320,000 tested, 2.5% active. AHR-responsive luciferase reporter cells, luminescence; in the data active = activation above about 47%;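 note: 0% = vehicle wells and 100% = reference agonist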
procasp7 counter = counter-screen for procaspase-3 activators: activators of human procaspase-7 | P55210 | recombinant procaspase-7, Ac-DEVD-pNA absorbance 405 nm; D23A/D198A/D206A triple mutant, cannot self-cleave; scale: DMSO 0, 5 µM enzyme 100 | activation, % at 8.5 µM | 330,000 tested, 0.093% active;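 active = percent activation above the screen-wide mean plus 3 SD, cut at about 25% in these data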
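signal = Epi-absorbance of released pNA at 405 nm, two timepoints | assay system = Uncleavable procaspase-7 mutant enzyme | reagent = Ac-DEVD-pNA substrate, 400 µM as added | times = 1 h enzyme–compound preincubation and 2 h substrate reaction, both 25 °C | benchmarks = low DMSO alone, high DMSO plus 5 µM PC-7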
EBNA-1 inhibitor = blocks EBNA-1 binding to DNA | EBNA-1 DNA binding, fluorescence polarization | inhibition, % at 14.8 µM | 300,000 tested, 0.34% active; in the data active = inhibition above about 28%
MEP2-GFP yeast = alters MEP2-GFP fluorescence in TOR pathway yeast screen; S. cerevisiae MEP2-GFP strain, flow cytometry GFP, 3 h; 100% = DMSO control level; GFP response vs DMSO, % at 10 µM; 330,000 tested, 0.51% active;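 active = GFP response versus DMSO above a set limit, roughly screen mean plus 3 SD, cut at about 180% in these data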;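 note: median GFP fluorescence of the barcode-gated MEP2-GFP cells per well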
* = called active by the depositor; x = not tested or not shown.

SMILES | procasp3 activ | ZTA DNA inh | RPL19A TOR yeast | LAP4 TOR yeast | AHR activator | procasp7 counter | EBNA-1 inhibitor | MEP2-GFP yeast
CN(C)Cc1cc(CN(C)C)c(O)c(CCc2ccccc2)n1 | 10 | 0 | 94 | 90 | 4 | 4 | -7 | 95
CCOc1ccc(C(=O)N/N=C/c2cc([N+](=O)[O-])cs2)cc1 | 4 | 7 | 109 | 107 | 9 | -4 | -8 | 115
COc1ccc(C(NC(=O)C(C)C)c2ccc3cccnc3c2O)cc1 (stereo unspecified) | 5 | -26 | 98 | 100 | 2 | 5 | 7 | 97
Cn1nc([N+](=O)[O-])nc1Sc1ccc(C(C)(C)C)cc1 | 0 | 11 | 95 | 104 | 2 | 1 | 4 | 87
CC1(C)CC(=O)CC(C)(C)N1OC(=O)c1ccco1 | 10 | 3 | 95 | 100 | -2 | 3 | 10 | 102
COCCOC(=O)/C(=C\c1cc(C(C)(C)C)c(O)c(C(C)(C)C)c1)C(C)=O | -9 | 1 | 101 | 104 | -1 | -6 | 0 | 95
COc1ccc2c3c(cccc13)OC2=O | 4 | -5 | 103 | 99 | 2 | 13 | -4 | 103
CSc1nc(S(=O)(=O)c2ccccc2)c(Cl)s1 | 9 | -10 | 102 | 95 | 0 | -1 | 12 | 107
CCOc1ccc(S(=O)(=O)NCCC(=O)Nc2nnc(C)s2)cc1 | 6 | 0 | 99 | 81 | 2 | 14 | -12 | 93
CCC(=O)Nc1ccc2c(c1)ncn2-c1ccc(OC)cc1 | -1 | -22 | 105 | 101 | 18 | 11 | -4 | 104
COc1ccc([C@H]2/C=C\CN(S(C)(=O)=O)[C@@H](C)C(=O)N2Cc2ccc(F)cc2)cc1 | 2 | -4 | 105 | 109 | -1 | 1 | 7 | 101
Cc1cnc(NC(=O)c2cc3c(C)nn(-c4ccccc4)c3s2)s1 | 1 | 11 | 98 | 107 | 61* | 17 | -7 | 99
CN(Cc1ccccc1)C(=O)CN1C(=O)NC(C)(c2ccc(Cl)cc2)C1=O (stereo unspecified) | 8 | 1 | 102 | 97 | 0 | -13 | 11 | 102
O=[N+]([O-])c1cccc(S(=O)(=O)/N=C(/Nc2ccccc2)c2ccccc2)c1 | 7 | x | 109 | 117 | 0 | 8 | x | 105
COc1ccc(OC)c(NC(=O)CSc2nc(N3CCOCC3)nc(N3CCOCC3)n2)c1 | 0 | 6 | 100 | 90 | 1 | 2 | 6 | 103
Cc1ccc(C(=O)NCCN(C)C)cc1C | -6 | 3 | 98 | 107 | 1 | 12 | -6 | 102
Cc1cccc(N2C(=O)CS/C2=N\NC(=O)c2cccnc2)c1C | 1 | -1 | 103 | 95 | 1 | -1 | -1 | 102
CCc1ccccc1NC(=O)c1ccc2c(c1)CCN2S(C)(=O)=O | 8 | -5 | 106 | 93 | 4 | -3 | -12 | 109
Clc1ccc(-n2nnnc2-c2ccccc2)cc1Cl | -2 | -4 | 96 | 102 | -3 | -3 | -3 | 103
CCOc1ccc(-c2cccc(NC(=O)c3ccco3)c2)nn1 | -4 | -8 | 97 | 108 | 27 | 7 | 0 | 98
COC(=O)/C(C#N)=C/c1c(Oc2cc(C)cc(C)c2)nc2c(C)cccn2c1=O | -13 | 6 | 99 | 98 | 3 | -1 | 3 | 97
COc1cc2c(cc1/C=C/C(=O)O)OC(C)C2 (stereo unspecified) | 0 | -18 | 93 | 82 | 3 | 2 | -9 | 90
O=C(CNc1ccccc1)Nc1cccc2ccccc12 | 4 | -5 | 101 | 98 | 5 | -7 | 8 | 100
Cc1ccc(S(=O)(=O)NCC2CCC(C(=O)N3CCOCC3)CC2)cc1 (stereo unspecified) | 4 | 0 | 103 | 90 | 1 | -1 | -7 | 97
Cc1cc(C)c(C#N)c(N)n1 | 15 | -14 | 100 | 101 | 0 | 7 | -2 | 103
COc1ccc(/C=C/c2ccc3ccccc3[n+]2C)cc1OC | -2 | 0 | 105 | 109 | 19 | -15 | 2 | 121
CCOC(=O)c1c(NC(=O)CSc2nnc(-c3cccnc3)o2)sc2c1CCC2 | 4 | -5 | 97 | 99 | 2 | 13 | 7 | 103
CC(C)CCc1noc(CN2CCC(CCN3CCCC3=O)CC2)n1 | 8 | 0 | 102 | 97 | 2 | 5 | 9 | 100
COc1ccc(N=C2CCS(=O)(=O)c3sccc32)cc1 | -2 | 15 | 101 | 97 | 2 | 5 | -8 | 102
O=C1[C@H]2[C@@H](c3ccc(F)cc3)N3C(=O)N(c4ccc(C(F)(F)F)cc4)C(=O)[C@@]3(Cc3ccccc3)[C@H]2C(=O)N1C1CCCCC1 | 6 | -6 | 100 | 108 | 2 | -2 | 0 | 101
CN1C(=O)/C(=C/c2cccc(Cl)c2)Sc2ccc(C(=O)NCc3cccnc3)cc21 | 0 | -11 | 106 | 135 | 15 | -5 | 3 | 107
Cc1ccc(NC(=O)CN(C)C(=O)COC(=O)c2ccc(NC(=O)CC#N)cc2)cc1 | -1 | x | 99 | 104 | 2 | 13 | x | 98
O=C(NCc1ccco1)C1CCCN1C(=O)Nc1cccc(Cl)c1 (stereo unspecified) | 2 | 10 | 91 | 92 | 0 | 7 | -5 | 86
Cc1cc(Cl)cc(Br)c1OCCCNCC(C)O (stereo unspecified) | 9 | -8 | 94 | 102 | 2 | 14 | 10 | 102
O=C(CSc1nnc(-c2ccco2)o1)NCC(=O)c1ccccc1 | 9 | -29 | 94 | 87 | 2 | -1 | -8 | 98
Cc1cc(C)cc(N2C(=O)C3CC=CCC3C2=O)c1 (stereo unspecified) | 13 | 11 | 99 | 106 | 1 | 0 | 9 | 98
N#Cc1c(NC(=O)CSCC(=O)O)sc2c1CCCC2 | -2 | -12 | 99 | 99 | -2 | 3 | 4 | 102
COc1ccc2c(c1)CCC/C2=N\OC(=O)c1ccccc1F | -3 | -9 | 97 | 105 | 3 | 0 | -3 | 98
COc1ccc(C(=O)N(C)C2CCCc3ccccc32)cc1OC1CCN(C(C)C)CC1 (stereo unspecified) | 4 | 0 | 94 | 99 | 3 | -6 | 18 | 113
O=C(COc1cccc2cccnc12)N1CCc2ccccc2C1 | 1 | -15 | 93 | 112 | 9 | 1 | -5 | 112
CCOC(=O)c1c(NC(=O)C(F)(OC)C(F)(F)F)sc(C(=O)N2CCCCC2)c1C (stereo unspecified) | 5 | 5 | 94 | 97 | 17 | 0 | 9 | 91
CCn1c(SCc2ccc(C(=O)Nc3nccs3)cc2)nnc1-c1ccc(N)cc1 | -3 | 3 | 94 | 99 | 10 | -1 | 0 | 106
CC(Sc1nc(-c2ccccc2)cc(C(F)(F)F)n1)C(=O)N1CCCC1 (stereo unspecified) | 8 | 5 | 101 | 104 | -3 | 6 | 1 | 104
Cc1ccc(N2C(SCC(=O)O)=NC(=Nc3cccc(C)c3)C23CCCC3)cc1 | 1 | 12 | 108 | 108 | 1 | -1 | 1 | 96
COC(=O)c1cc(S(=O)(=O)NCCN2CCN(c3ccccc3F)CC2)c[nH]1 | 8 | -7 | 98 | 92 | 2 | 2 | -9 | 94

A draw from above in order of molecular weight, smallest number first:
SMILES | procasp3 activ | ZTA DNA inh | RPL19A TOR yeast | LAP4 TOR yeast | AHR activator | procasp7 counter | EBNA-1 inhibitor | MEP2-GFP yeast
N#Cc1c(NC(=O)CSCC(=O)O)sc2c1CCCC2 | -2 | -12 | 99 | 99 | -2 | 3 | 4 | 102
COc1ccc2c(c1)CCC/C2=N\OC(=O)c1ccccc1F | -3 | -9 | 97 | 105 | 3 | 0 | -3 | 98
O=C(NCc1ccco1)C1CCCN1C(=O)Nc1cccc(Cl)c1 (stereo unspecified) | 2 | 10 | 91 | 92 | 0 | 7 | -5 | 86
Cc1ccc(N2C(SCC(=O)O)=NC(=Nc3cccc(C)c3)C23CCCC3)cc1 | 1 | 12 | 108 | 108 | 1 | -1 | 1 | 96
COC(=O)c1cc(S(=O)(=O)NCCN2CCN(c3ccccc3F)CC2)c[nH]1 | 8 | -7 | 98 | 92 | 2 | 2 | -9 | 94
CCn1c(SCc2ccc(C(=O)Nc3nccs3)cc2)nnc1-c1ccc(N)cc1 | -3 | 3 | 94 | 99 | 10 | -1 | 0 | 106

More compounds follow.
SMILES | procasp3 activ | ZTA DNA inh | RPL19A TOR yeast | LAP4 TOR yeast | AHR activator | procasp7 counter | EBNA-1 inhibitor | MEP2-GFP yeast
CCc1nnc(NC(=O)NC(C)(C)C)s1 | -4 | -2 | 103 | 105 | 4 | -1 | 3 | 112
O=S(=O)(Nc1nc2ccccc2nc1Nc1ccc2c(c1)OCO2)c1ccc(F)cc1 | 9 | 15 | 103 | 85 | 2 | 2 | 3 | 91
COC(=O)c1ccc(C(=O)OC)c(NC(=S)N2CCN(C)CC2)c1 | -2 | -1 | 100 | 107 | 0 | 1 | -7 | 102
Cc1nc2sc3c(c2c(=O)[nH]1)CCCC3 | -3 | 8 | 100 | 108 | 1 | -2 | 8 | 104
O=C(CCN1CCN(S(=O)(=O)c2ccc(Cl)cc2)CC1)Nc1ccc(F)cc1 | -2 | -1 | 101 | 86 | 2 | 1 | -8 | 116
Cc1ccc(C)c(N2CCN(C(=O)c3ccccc3Br)CC2)c1 | -1 | -2 | 101 | 100 | 3 | 14 | 6 | 104
Cc1nc2c3ccccc3nc(SCC(=O)c3ccc(Cl)cc3)n2n1 | 8 | 4 | 100 | 96 | 6 | 2 | 2 | 102
O=C(Cn1cnc2ccccc2c1=O)c1ccc2ccccc2c1 | 8 | 3 | 107 | 101 | -1 | 10 | -9 | 109
CCOC(=O)C(/C=N/c1cc(C)nn1-c1ccccc1)=C(\C)O | 6 | -2 | 93 | 127 | 10 | 6 | 7 | 123
CC1CCN(S(=O)(=O)c2ccc(NC(=O)CCN3C(=O)c4ccccc4C3=O)cc2)CC1 | 2 | 8 | 99 | 108 | -1 | -1 | 0 | 105
CC(OC(=O)c1ccc(F)c(S(=O)(=O)N2CCOCC2)c1)C(=O)NCC1CCCCC1 (stereo unspecified) | 4 | -17 | 99 | 98 | 17 | 4 | x | 106
Cc1cc(C)c(NC(=O)CSc2nc3ccc(NC(=O)CSc4nnnn4Cc4ccccc4)cc3s2)c(C)c1 | -4 | 13 | 97 | 106 | 9 | 13 | 21 | 114
CCc1ccc(S(=O)(=O)/N=C2\C=CC(=O)c3ccccc32)cc1 | 3 | -7 | 97 | 98 | 112* | 0 | -5 | 97
CCCOc1ccc(C(=O)C(CN2CCOCC2)c2ccccc2)cc1 (stereo unspecified) | -12 | -7 | 100 | 105 | 9 | -6 | -25 | 102
CCOc1ccccc1C(=O)Nc1nn[nH]n1 | -3 | -3 | 93 | 91 | 2 | 4 | 4 | 86
CCOC(=O)CCC(=O)O[C@H]1[C@H](O[C@@H]2[C@@H](C)[C@H](O[C@H]3C[C@@](C)(OC)[C@@H](O)[C@H](C)O3)[C@@H](C)C(=O)O[C@H](CC)[C@@](C)(O)[C@H](O)[C@@H](C)C(=O)[C@H](C)C[C@@]2(C)O)O[C@H](C)C[C@@H]1N(C)C | 11 | -17 | 99 | 113 | -1 | -5 | 3 | 103
CCOc1ccc(CN2CCN(Cc3ccsc3)C(CCO)C2)cc1CO (stereo unspecified) | 8 | -6 | 101 | 97 | 1 | 3 | -9 | 99
O=Cc1cn(-c2ccccc2)nc1-c1ccc(F)cc1 | 10 | -7 | 101 | 100 | -4 | -7 | 4 | 97
CC1SCC(=O)N(CC(=O)NCCc2ccccc2)C1=O (stereo unspecified) | 6 | -1 | 103 | 95 | 2 | 5 | -1 | 96
c1ccc(CN=C2NN=C(c3ccccc3)CS2)cc1 | -4 | -10 | 94 | 102 | 7 | -7 | 1 | 94
COc1ccc(NC2CCCN(C(=O)c3cccc(C(F)(F)F)c3)C2)cc1OC (stereo unspecified) | -16 | -7 | 97 | 97 | 6 | -26 | -3 | 102
